Tau ThT inhib: blocks human tau fibril formation measured by thioflavin T. 270,000 compounds, 2.1% hits. recombinant tau K18 P301L (four-repeat tau fragment), heparin-induced fibrillization, ThT fluorescence. AID 1460. P10636. Potency, µM (titrated, usually from 57.4 µM), inactives show at the highest dose activity, negative = inhibition, usual class: inhibitors; active means well fitted inhibition curve with a large enough effect; inconclusive means small, poorly fitted or top-dose-only effect; further: nearly all actives have a fitted effect of over 55% in size
Target sequence (P10636 561-689 P618L limits assumed): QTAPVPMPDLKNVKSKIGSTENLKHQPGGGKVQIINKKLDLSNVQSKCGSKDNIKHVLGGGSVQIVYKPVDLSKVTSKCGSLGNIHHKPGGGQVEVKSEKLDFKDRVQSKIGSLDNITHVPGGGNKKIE
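In this qHTS, human K18 P301L tau is incubated with compound and heparin for 6 hr at 37 C, and Thioflavin T fluorescence then reports fibril load.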
* = called active by the depositor; ? = inconclusive. On the % scale 0 is the no-effect control and ±100 the full control effect; potency means the concentration at half of the fitted maximal effect. Only part of the results is shown; the hit share may differ from the screen's.

SMILES	Tau ThT inhib
Cc1ccc(-n2c(=O)c3c(c4cc(C)ccc4n3C)n(CC(=O)Nc3cc(C)cc(C)c3)c2=O)cc1	3.8%
CCc1cccc(C)c1NC(=O)CSc1nc2c(c(=O)[nH]1)CCC2	14.1%
O=C(CCn1ccc2cc(S(=O)(=O)N3CCCC3)ccc21)NCc1cccc(F)c1	-4.0%
CCN(CC)CCCNC(=O)Cn1nc(N2CCN(c3ccccc3OC)CC2)ccc1=O	5.9%
COc1ccc(CNC(=O)c2ccc3c(O)c(S(=O)(=O)c4ccccc4)c(=O)[nH]c3c2)cc1	3.8%
CCc1ccc(C(=O)c2cn(CC(=O)Nc3cc(C)ccc3C)c3nc(C)ccc3c2=O)cc1	?
Cc1ccc2c(c1)c1c(c(=O)n(-c3ccccc3C)c(=O)n1CC(=O)NCc1ccccc1)n2C	4.2%
Cc1ccc(SCc2nc(-c3ccc(C(=O)NCc4ccccc4Cl)cc3)oc2C)cc1	-2.3%
COc1ccc(C2C=C(c3ccccc3)Nc3nc(NS(=O)(=O)c4ccccc4)nn32)cc1 (stereo not drawn)	0.7%
O=C(Cn1c2ncccc2c(=O)n1-c1ccccc1)Nc1ccc(F)c(F)c1	5.8%

Part of the list above, field by field.
Structure: O=C(CCn1ccc2cc(S(=O)(=O)N3CCCC3)ccc21)NCc1cccc(F)c1
  Tau ThT inhib = -4.0%
Structure: CCN(CC)CCCNC(=O)Cn1nc(N2CCN(c3ccccc3OC)CC2)ccc1=O
  Tau ThT inhib = 5.9%
Structure: COc1ccc(CNC(=O)c2ccc3c(O)c(S(=O)(=O)c4ccccc4)c(=O)[nH]c3c2)cc1
  Tau ThT inhib = 3.8%
Structure: CCc1ccc(C(=O)c2cn(CC(=O)Nc3cc(C)ccc3C)c3nc(C)ccc3c2=O)cc1
  Tau ThT inhib = ?

Next section:
SMILES	Tau ThT inhib
CCOc1ccc(C(CC(=O)Nc2ccc(C(=O)OC)cc2)N2Cc3ccccc3C2=O)cc1OC (stereo not drawn)	5.9%
CCc1ccc(NC(=O)Cn2c(=O)n(Cc3ccccc3)c(=O)c3oc4ccccc4c32)cc1	?
Cc1nnc2c(N3CCN(c4ccc(F)cc4)CC3)nc3ccc(C(=O)c4ccccc4)cc3n12	9.0%
Cc1ccccc1CNC(=O)Nc1ccc2c(c1)N(C)C(=O)c1ccccc1S2	-1.1%
Cc1ccc2nc(N3CCN(c4ccc(F)cc4)CC3)c3nnnn3c2c1	?
Cc1ccc(C)c(N2CCN(C(=O)NCc3noc4ccc(C)cc34)CC2)c1	-17.8%
CCOc1ccccc1NC(=O)Nc1nnc(N2CCCC(C)C2)s1 (stereo not drawn)	1.0%
Cc1ccc(Cl)cc1Nc1nn2c(=O)c3ccc(C(=O)NC(C)c4ccccc4)cc3nc2s1 (stereo not drawn)	11.9%
COc1ccc(N2CCN(c3ccc(-c4nc(-c5ccccc5)no4)cc3[N+](=O)[O-])CC2)cc1	-4.7%
Cc1oc(-c2ccc(Cl)cc2)nc1CSc1nnc(C)n2c1cc1sccc12	-17.8%
COCCCn1c(=O)c2sccc2n2c(CCCC(=O)NC3CCC(C)CC3)nnc12 (stereo not drawn)	7.1%
COc1cc(NC(=O)CC2C(=O)N(c3cccc(C)c3)C(=O)N2Cc2cccs2)cc(OC)c1 (stereo not drawn)	1.3%
CCOc1ccc(CNC(=O)c2ccc3c(c2)c(C)c(C)n3Cc2ccc(Cl)cc2)cc1	2.8%
CC(C)CCNC(=O)CCCN1C(=O)c2ccccc2Sc2ncccc21	-3.6%
COc1cccc(NC(=O)Cn2c(=O)n(-c3ccccc3)c(=O)c3c2c2cc(OC)ccc2n3C)c1	-4.0%
O=C(Nc1ccc(F)cc1)c1cccc(N2CCCS2(=O)=O)c1	-1.2%
Cc1ccc(C)c(Nc2nn3c(=O)c4ccc(C(=O)NCCC5=CCCCC5)cc4nc3s2)c1	-9.4%
COc1cccc(CNC(=O)NCc2noc3ccc(C)cc23)c1	-3.2%
Cc1cc(C)c2c(-n3cccc3)c(C(=O)NCc3cccc(F)c3)sc2n1	6.8%
Cc1ccccc1NC(=O)CCN1C(=O)c2ccccc2Sc2ncccc21	6.2%
CC(=O)c1cccc(NS(=O)(=O)c2c(C)nc3sc(C)cn3c2=O)c1	-4.7%
CC(=O)c1ccc(NC(=O)c2ccc(-c3nc(COc4ccc(C)cc4)c(C)o3)cc2)cc1	-12.7%
CCN(CC)c1ccc(NC(=O)CCCN2C(=O)C(c3ccccc3)Oc3cccnc32)c(C)c1 (stereo not drawn)	-8.0%
CCOC(=O)c1[nH]c(C)c(C(=O)NCCc2ccccc2)c1C	-2.2%
Cc1ccc(NC(=O)Cn2nc(N3CCN(c4ccccc4)CC3)ccc2=O)cc1F	?
Cc1ccc(-n2ccnc(NCc3ccccc3)c2=O)cc1C	-3.9%
CCc1cccc(C)c1NC(=O)C(C)Sc1nc2c(c(=O)[nH]1)CCCC2 (stereo not drawn)	6.2%
CCOc1ccccc1CNc1ccc2cc(S(=O)(=O)N3CCC(C)CC3)ccc2n1	2.8%
Cc1cc(C)c2c(-n3cccc3)c(C(=O)NCCCN3CCCCC3)sc2n1	-7.6%
COc1ccc(CN(C)c2ccc(-c3nc(C)no3)cc2[N+](=O)[O-])cc1	-2.9%
Cc1ccc(C)c(Nc2nc3c(S(=O)(=O)c4ccc(C(C)C)cc4)nnn3c3ccsc23)c1	8.5%
O=C(c1ccccc1)c1ccccc1NC(=O)c1ccccc1C(=O)O	7.0%
CCOc1ccc(-c2nnc(SCC(=O)Oc3ccccc3)o2)cc1	-9.0%
CCc1ccccc1NC(=O)Nc1ccc2c(c1)N(CC)C(=O)c1ccccc1S2	-2.8%
CCOC(=O)c1ccccc1NC(=O)NCc1c(-n2cccc2)sc2c1CCCC2	?
CCOc1ccc(CC(=O)Nc2cccc(-c3nc4cccnc4s3)c2C)cc1	-7.4%
CCc1ccc(NCc2cc3cc4c(cc3n(CC(=O)Nc3ccccc3C)c2=O)OCCO4)cc1	-11.1%
O=C(NCCc1ccc(Cl)cc1)c1cnc2sc(N3CCCCC3)nn2c1=O	-6.4%
COC(=O)c1c(SCC(=O)Nc2ccccc2OC)[nH]c2ccccc2c1=O	14.1µM*
Cc1cccc(N2CCN(C(=O)c3cccc(-n4c(C)nc5cccnc54)c3)CC2)c1C	-12.5%
CC(C)c1ccc(S(=O)(=O)c2nnn3c2nc(N2CCN(C)CC2)c2sccc23)cc1	-4.5%
COc1ccc2c(c1)c1c(c(=O)n(-c3cccc(C)c3)c(=O)n1Cc1cccc(Cl)c1)n2C	5.7%
COc1ccc(CNC(=O)CN2C(=O)CSc3ccc(S(=O)(=O)N(C)C)cc32)cc1	2.3%
Cc1ncc(CO)c2c1Oc1nc(-c3ccccc3Cl)nc(SCc3ccccc3F)c1C2	-4.9%
CCc1ccc(S(=O)(=O)c2nnn3c2nc(Nc2cccc(C)c2C)c2sccc23)cc1	-2.7%
Cc1ccc(NC(=O)c2oc3ccccc3c2NC(=O)c2cc3ccccc3o2)cc1	-3.9%
COCCNc1ccc(-c2nc(-c3cccc(C)c3)no2)cc1[N+](=O)[O-]	12.2%
Cc1c(C)n(Cc2ccccc2)c2ccc(C(=O)NCc3ccc(OC(C)C)cc3)cc12	-5.6%
CCCC(=O)Nc1nnc(S(=O)(=O)N(C)Cc2ccc(Cl)cc2)s1	-4.8%
CCc1nnc2c(N3CCN(c4cccc(C(F)(F)F)c4)CC3)nc3ccccc3n12	-17.8%

More results follow:
SMILES	Tau ThT inhib
CCOc1ccc(Nc2nc(-c3cccc(Cl)c3)c3c(n2)-c2ccccc2OC3)cc1	14.9%
CC1=C(c2ccc(C)c(C)c2)S(=O)(=O)N=C1N1CCN(c2cccc(C)c2)C(C)C1 (stereo not drawn)	-3.4%
Cc1ccccc1CCNC(=O)c1ccc2c(c1)c(C)c(C)n2C	?
CCc1nn(CC(=O)NCc2ccccc2)c(=O)c2cccn12	?
COc1ccccc1NC(=O)Cn1c(=O)n(Cc2nc(-c3ccccc3)no2)c(=O)c2ccccc21	3.6%
CCOCCOC(=O)c1ccc2c(c1)N(Cc1ccccc1C#N)C(=O)c1ccccc1S2(=O)=O	-2.4%
COc1cc2cc(CNc3ccc(C)cc3)c(=O)n(CC(=O)Nc3ccc(C(C)C)cc3)c2cc1OC	-0.7%
CC1=C(c2ccc(C)cc2)S(=O)(=O)N=C1N1CCN(c2ccccc2)CC1	-15.5%
CCC(=O)N1CCc2cc(Br)cc(S(=O)(=O)CCC(=O)NCCc3ccc(OC)c(OC)c3)c21	-13.1%
CCc1cccc(C)c1NC(=O)C(CC)n1nc(C)c2c(C)n(-c3ccccc3)nc2c1=O (stereo not drawn)	6.0%
COc1ccc(C(CC(=O)Nc2ccc(C(C)=O)cc2)N2Cc3ccccc3C2=O)cc1 (stereo not drawn)	?
CCCCNC(=O)c1nn(C)c2c1CSc1ccccc1-2	-12.5%
COc1ccc(C2c3c(n(C)c4ccccc34)C(=O)N2CC(=O)Nc2c(C)cc(C)cc2C)cc1 (stereo not drawn)	2.6%
COc1ccc2c(CNCc3cccs3)c(C(=O)O)n(Cc3ccc(F)cc3Cl)c2c1	-11.7%
CCOc1ccc(S(=O)(=O)N2CCC(N3CCN(Cc4ccc(F)cc4)C(=O)C3=O)CC2)cc1	-3.5%
CCC(C(=O)N1CCN(c2cc(Cl)ccc2C)CC1)n1nc(C)c2sc3ccccc3c2c1=O (stereo not drawn)	-10.7%
COc1ccc(N2C(=O)CSC23C(=O)N(Cc2cccc(F)c2)c2ccccc23)cc1Cl (stereo not drawn)	-7.5%
O=C(CSc1cn(CC(=O)N2CCOCC2)c2ccccc12)Nc1ccccc1F	1.8%
CCOC(=O)c1cc(-c2ccc(OC)c(S(=O)(=O)Nc3ccc(OC)cc3OC)c2)on1	-17.3%
COc1ccccc1Cn1cc(C(=O)c2ccc(Cl)cc2)c(=O)c2ccccc21	?
COc1cc(NC(=O)C2=CC(c3ccco3)=NS(=O)(=O)N2C)cc(OC)c1OC	5.9%
CCc1ccc(NC(=O)c2cc3ccccn3n2)cc1	-15.2%
Cc1ccc2c(c1)c1c(c(=O)n(-c3ccccc3)c(=O)n1CC(=O)c1ccc(F)cc1)n2C	-1.5%
COc1ccc(OC)c(C2=NS(=O)(=O)N(C)C(C(=O)Nc3ccc(C(C)=O)cc3)=C2)c1	?
CCc1nnc(SCC(=O)Nc2ccc(F)cc2F)c2cc3sc(C)cc3n12	-2.1%
COc1ccc(NCc2cc3cc4c(cc3n(CC(=O)Nc3cccc(F)c3)c2=O)OCO4)cc1	-6.5%
COc1ccc(N2CCN(S(=O)(=O)c3ccc(-c4cc(C(F)(F)F)on4)s3)CC2)cc1	-0.4%
CCOc1ccc(NC(=O)Cn2c(=O)c(CNc3ccc(CC)cc3)cc3cc4c(cc32)OCO4)cc1	10.3%
CCOc1ccc(CNC(=O)c2cccc(NC(=O)N3CCSc4ncccc43)c2)cc1	8.3%
Cc1cccc(N(C)c2nc3ccccc3c3nnc(C)n23)c1	3.5%

Gathered by group, those above containing an NH in an aromatic ring.
SMILES	Tau ThT inhib
CCc1cccc(C)c1NC(=O)CSc1nc2c(c(=O)[nH]1)CCC2	14.1%
COc1ccc(CNC(=O)c2ccc3c(O)c(S(=O)(=O)c4ccccc4)c(=O)[nH]c3c2)cc1	3.8%
CCOC(=O)c1[nH]c(C)c(C(=O)NCCc2ccccc2)c1C	-2.2%
CCc1cccc(C)c1NC(=O)C(C)Sc1nc2c(c(=O)[nH]1)CCCC2 (stereo not drawn)	6.2%
COC(=O)c1c(SCC(=O)Nc2ccccc2OC)[nH]c2ccccc2c1=O	14.1µM*

Carrying on.
SMILES	Tau ThT inhib
CCC(=O)Nc1ccccc1-c1nc2ccccc2n(C(C)C(=O)Nc2cccc(Cl)c2C)c1=O (stereo not drawn)	-3.2%
CCOCCc1nnc(NC(=O)C(=O)c2cc(C)n(-c3ccc(Cl)cc3)c2C)s1	1.6%
CCc1ccc(S(=O)(=O)c2nnn3c2nc(Nc2ccc(NC(C)=O)cc2)c2sccc23)cc1	2.4%
COc1ccc(CNC(=O)CC(c2ccc(OC)c(OC)c2)N2Cc3ccccc3C2=O)cc1 (stereo not drawn)	0.7%
CCOc1ccc(NC(=O)C(=O)c2cc(C)n(-c3cc(C)cc(C)c3)c2C)cc1	?
O=C(Cc1ccc(NC(=O)N2CCSc3ncccc32)cc1)NCCc1ccccc1	7.8%
Cc1ccc2c(CC(=O)Nc3c(C(=O)Nc4cccc(Cl)c4)oc4ccccc34)coc2c1C	18.2%
Cc1ccc(N2CCN(S(=O)(=O)c3ccc4oc(=O)c5ncn(C)c5c4c3)CC2)c(C)c1	1.0%
CCOc1ccccc1NC(=O)C(=O)c1cc(C)n(-c2ccc(F)cc2)c1C	17.4%
COc1ccc(CNC(=O)CSc2nnc(C)c3c(C)n(-c4ccccc4)nc23)c(OC)c1	-18.0%
Cc1ccc(Cn2c(C(C)NC(=O)c3ccccc3)nc3ccccc32)cc1 (stereo not drawn)	-18.9%
